Polio RdRp inh = inhibitors of poliovirus RNA polymerase binding and polymerization; P03300; poliovirus polymerase elongation, fluorescence polarization; hits give low values; % elongation, % (compound at 16.7 µg/mL); actives 0.66% (n = 150,000); in the data active means % elongation below about 90%; further: some results filed as inactive read as strong as hits
Target sequence (P03300 1749-2209 limits assumed): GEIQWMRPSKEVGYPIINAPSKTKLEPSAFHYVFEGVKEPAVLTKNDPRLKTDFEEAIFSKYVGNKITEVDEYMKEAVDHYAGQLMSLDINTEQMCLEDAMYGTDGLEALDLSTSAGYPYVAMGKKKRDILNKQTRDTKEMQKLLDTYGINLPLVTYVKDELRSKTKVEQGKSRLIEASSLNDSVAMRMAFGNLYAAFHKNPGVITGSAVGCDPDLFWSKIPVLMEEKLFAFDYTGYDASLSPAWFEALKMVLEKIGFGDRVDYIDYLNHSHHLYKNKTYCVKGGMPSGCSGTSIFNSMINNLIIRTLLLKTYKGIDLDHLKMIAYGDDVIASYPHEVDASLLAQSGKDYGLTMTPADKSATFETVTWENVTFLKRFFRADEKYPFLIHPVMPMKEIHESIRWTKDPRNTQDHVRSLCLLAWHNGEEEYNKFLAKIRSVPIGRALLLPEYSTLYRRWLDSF
Polio RdRp inh FP z-score = recorded beside Polio RdRp inh, whose call it bears; z-score; measured here: FP z-score; hits read low
* marks the source's active call; other numbers are inactive results; & = joins results of further samples.

Under each structure – Polio RdRp inh, Polio RdRp inh FP z-score
Cc1ccc(Cl)cc1N1CCN(C(=O)c2ccc3c(c2)N(Cc2ccccc2F)C(=O)c2ccccc2S3=O)CC1 (stereo unspecified)
 : 105, 0
CCN(CC)S(=O)(=O)c1ccc2c(c1)N(CC(=O)Nc1c(C)cc(C)cc1C)C(=O)CS2
 : 103, -0.6
N#Cc1cccc(NC(=O)CNC(=O)Cc2ccccc2)c1
 : 102, -0.1
O=C(NC1CCCCC1)c1ccc(Cn2c(SCc3ccccc3F)nc3cccnc32)cc1
 : 109, -0.1
COc1cc(C2C(C(=O)Nc3ccccc3C)=C(C)Nc3ncnn32)ccc1OCC(N)=O (stereo unspecified)
 : 98, -2.1
Cc1nc(-c2ccccc2)c(CC(=O)O)s1
 : 103, 0.2
CC(=O)NC1=NC(=O)/C(=C\c2cccs2)N1C
 : 104, 0
CC(C)OCCCn1c(=O)c2ccccc2n2c(-c3ccccc3F)nnc12
 : 101, -0.5
Cc1nc(SC(C)C(=O)NCc2ccc3c(c2)OCO3)c2cnn(-c3ccccc3)c2n1 (stereo unspecified)
 : 101, -0.1
O=C(Sc1ccc(Cl)cc1)c1ccco1
 : 104, 0.1

Additional entries.
Under each structure – Polio RdRp inh, Polio RdRp inh FP z-score
CCOC(=O)c1ccc(NC(=O)CCn2c(=O)oc3ccccc32)cc1
 : 103, 0
Cc1ccc(C)c(OCCn2c(C3CC(=O)N(Cc4ccc(F)cc4)C3)nc3ccccc32)c1 (stereo unspecified)
 : 110, 0.4
O=S(=O)(NC1CCCCC1n1cc(-c2ccccc2)nn1)c1ccc(Cl)cc1 (stereo unspecified)
 : 103, 0.4
Cc1ccc(C(=O)CSc2nc3ccccc3c(=O)n2Cc2ccco2)cc1
 : 102, 0.1
CN(C)/N=C(\Cn1nnc(N2CCCC2)n1)c1ccc(Cl)cc1
 : 102, -0.3
CCCCNC(=O)c1ccc2c(c1)NC(=O)C(CS(=O)(=O)Cc1ccc(F)cc1Cl)N2 (stereo unspecified)
 : 139, 4.4
O=[n+]1c2c(n([O-])c3c1CCCC3)CCCC2
 : 102, 0.1
O=C(O)c1ccccc1C(=O)c1ccc2c(c1)OCCO2
 : 104, 0.3
NS(=O)(=O)c1ccc(CCNC(=O)c2ccco2)cc1
 : 112, 1.9
Cc1ccc(C)c(C(=O)CSc2nc3cc(C(=O)NC4CCCC4)ccc3c(=O)n2CC2CCCO2)c1 (stereo unspecified)
 : 115, 1.7

Filtered by structure, the compounds so far with a Cl atom
Under each structure – Polio RdRp inh, Polio RdRp inh FP z-score
Cc1ccc(Cl)cc1N1CCN(C(=O)c2ccc3c(c2)N(Cc2ccccc2F)C(=O)c2ccccc2S3=O)CC1 (stereo unspecified)
 : 105, 0
O=C(Sc1ccc(Cl)cc1)c1ccco1
 : 104, 0.1
O=S(=O)(NC1CCCCC1n1cc(-c2ccccc2)nn1)c1ccc(Cl)cc1 (stereo unspecified)
 : 103, 0.4
CN(C)/N=C(\Cn1nnc(N2CCCC2)n1)c1ccc(Cl)cc1
 : 102, -0.3
CCCCNC(=O)c1ccc2c(c1)NC(=O)C(CS(=O)(=O)Cc1ccc(F)cc1Cl)N2 (stereo unspecified)
 : 139, 4.4

(more compounds)
Under each structure – Polio RdRp inh, Polio RdRp inh FP z-score
COc1ccc(NC(=O)C2CCC(CNS(=O)(=O)c3cccs3)CC2)cc1OC (stereo unspecified)
 : 112, 1.1
O=C(NCc1ccccc1F)C1CCCN(C(=O)N2CCOc3ccccc32)C1 (stereo unspecified)
 : 107, 0.1
COc1ccccc1CNC(=O)C(NS(=O)(=O)c1ccc2c(c1)CCN2C(C)=O)C(C)C (stereo unspecified)
 : 100, -0.5
Cc1cccc(OCC(=O)Nc2ccc3nc(Nc4cccc(C(F)(F)F)c4)cc(C)c3c2)c1
 : 99, -1.4
Cc1nn(Cc2ccccc2)c(C)c1C(=O)OCC(=O)N1CCCCC1C (stereo unspecified)
 : 101, -0.2
O=C(O)c1cc(=O)[nH]c2c(Cl)cccc12
 : 97, -0.3
COc1ccc(C(=O)NC2CCCCC2NC(=O)c2ccc(OC)cc2)cc1 (stereo unspecified)
 : 107, 0.6
Nc1nc(CN2CCCCC2)nc2ccccc12
 : 104, 0.3
Cc1nnc(SCc2nc3ccccc3c(=O)[nH]2)n1C1CC1
 : 103, -0.2
CCOC(=O)c1ccc(NC(=O)CSc2nc3ncc(Br)c(C)c3[nH]2)cc1
 : 109, 0.7

The results go on.
Under each structure – Polio RdRp inh, Polio RdRp inh FP z-score
Cc1cc(C(=O)NCc2cccnc2)no1
 : 97, -2.1
CC(C)c1nn2c(=O)cc(COC(=O)c3ccc(NC(=O)CCc4ccccc4)cc3)nc2s1
 : 110, 0.8
COc1ccc(CNC(=O)c2cc(-c3ccccc3)n[nH]2)cc1
 : 102, -0.4
CN(CCNC(=O)Cn1ncc2c1-c1ccccc1OC2)C1CCCCC1
 : 103, 0.2
CS(=O)(=O)N1Cc2ccccc2CC1C(=O)OCC(=O)c1ccc(Br)s1 (stereo unspecified)
 : 109, 0.6
Cc1ccc(-c2c[n+](-c3c4n(n(-c5ccccc5)c3=O)CCCCC4)c(C)n2C)cc1
 : 105, 0.4
COc1ccc(-n2c(=O)c3ccccc3n(CC(=O)NC3CCCC3)c2=O)cc1
 : 103, 0.4
CCc1ccc(NC(=O)CSC2=NN3CCCC(=O)N=C3S2)cc1
 : 102, 0.2
Cc1ccc(NC(=O)C2CCCN2S(=O)(=O)c2cccc3nsnc23)cc1Cl (stereo unspecified)
 : 108, 0.8
Cc1cc(C(=O)CSc2ccccn2)c(C)n1Cc1cccs1
 : 105, 0.6

The list continues.
Under each structure – Polio RdRp inh, Polio RdRp inh FP z-score
O=C(NCCN1CCN(c2cccc(Cl)c2)CC1)Nc1ccc(Cl)cc1
 : 103, 0.5
Cc1cc(C)cc(NC(=O)Cn2c(=O)oc3cc(S(=O)(=O)N4CCCC4)ccc32)c1
 : 105, -0.2
COc1ccc(NC(=O)CSc2nnc(-c3ccc(C)cc3)o2)cc1
 : 107, 0.5
COc1ccc(Cl)cc1NC(=O)CSC1CCCC1
 : 104, 0.1
CC1CCc2cc(F)ccc2N1C(=O)c1ccc(=O)[nH]n1 (stereo unspecified)
 : 103, 0.1
CCC(=O)N1CCN(CCN=CC2=C(O)CC(c3ccccc3)CC2=O)CC1 (stereo unspecified)
 : 103, 0.3
O=C(CNS(=O)(=O)/C=C/c1ccccc1)OC1CCOC1=O (stereo unspecified)
 : 100, -0.3
NNC(=O)CO/N=C/c1ccc(Cl)cc1Cl
 : 100, -0.4
CC(=O)O/N=C/c1ccc(N(C)C)cc1
 : 100, 0
Cc1ccc(S(=O)(=O)CCC(=O)OCc2nnc(-c3ccccc3Br)o2)cc1
 : 117, 1.9

Additional results
Under each structure – Polio RdRp inh, Polio RdRp inh FP z-score
Cc1cc(C)cc(Nc2ncnc3sc4c(c23)CCCC4)c1
 : 96, -2.7
CCN(CC)C(=O)C1=C(C)Nc2nc3ccccc3n2C1c1ccc(Br)cc1 (stereo unspecified)
 : 109, 0.7
OC1CCN(Cc2ccc(F)cc2)CC1
 : 100, 0.1
CCCc1cc(=O)n(-c2ccc(C(=O)O)cc2)[nH]1
 : 99, -0.5
Cc1ccc(NS(=O)(=O)c2ccc(OCC(=O)N3CCN(C)CC3)cc2)cc1
 : 102, 0
CCS(=O)(=O)c1ccc(NC(=O)c2ccccc2)c(O)c1
 : 104, 0.2
O=C1CSC(c2ccccc2)N1c1ccc(Cl)cc1 (stereo unspecified)
 : 100, -0.3
CCOC(=O)C1CCN(C(=O)CCS(=O)(=O)c2cc3c(cc2Cl)NC(=O)CO3)CC1
 : 105, -0.2
Nc1cc(C(=O)c2ccccc2)ccc1N1CCOCC1
 : 101, -0.1
O=C(NCCC1=CCCCC1)c1ccc2c(c1)sc1nc(-c3ccc(F)cc3)cn12
 : 107, 0.2

Continuation.
Under each structure – Polio RdRp inh, Polio RdRp inh FP z-score
Cc1ccc(Cn2cc(CCC(=O)NCc3ccccc3F)c3ccccc32)cc1
 : 109, 0.5
S=C(NCCN1CCOCC1)NCc1ccc2c(c1)OCO2
 : 98, -0.6
CC(=O)c1cccc(Nc2nn(-c3ccc(OC(F)(F)F)cc3)nc2C(C)=O)c1
 : 106, -0.4
COc1ccc2c(c1)-c1nc(NC(=O)c3ccc(Cl)cc3)sc1CC2
 : 106, 0.2
O=C(Nc1cccc(-c2nc3ccccc3o2)c1)c1ccc(Br)cc1
 : 99, -0.3
O=C(NCC1(c2ccccc2)CCCC1)C(=O)Nc1cccc(C(F)(F)F)c1
 : 110, 0.7
CNC(=O)CN1C(=O)c2ccccc2S1(=O)=O
 : 108, 1.9
CCc1ccc(Oc2coc3cc(OC(C)C(=O)OC(C)C)ccc3c2=O)cc1 (stereo unspecified)
 : 102, 0.1
COc1cc(C(=O)Nc2ccc(S(=O)(=O)NC(C)C)cc2)cc(OC)c1OC
 : 100, -0.1
Fc1ccc2c(c1)[C@H]1OCC[C@H]1[C@@H](c1ccco1)N2
 : 101, 0.2

The results go on.
Under each structure – Polio RdRp inh, Polio RdRp inh FP z-score
N#Cc1ccccc1N=C/C(Br)=C/c1ccccc1
 : 103, 1
CN(CC(N)=O)S(=O)(=O)c1ccc(F)cc1
 : 104, 1.5
Cc1ccc(S(=O)(=O)Nc2ccc3c(c2)COC3=O)c(C)c1
 : 102, -0.2
O=C(NCCOc1ccc(Cl)cc1)c1ccco1
 : 103, 0.3
CCN(c1cccc(C)c1)C(CNS(=O)(=O)c1ccccc1)c1ccccc1 (stereo unspecified)
 : 108, 0.2
CCCCn1c(NC(=O)c2ccccc2)c(C#N)c2nc3ccccc3nc21
 : 60, -3.4
N#Cc1cc2c(=O)n3ccccc3nc2n(Cc2ccccc2)c1=O
 : 95, -2.6
CCOC(=O)c1ccc(NC(=O)COc2ccccc2F)cc1
 : 101, -0.2
CN(c1ccccc1)S(=O)(=O)c1ccc(C(=O)Nc2nnc(C(F)(F)F)o2)cc1
 : 108, 2
O=c1c2c([nH]c3ccccc13)CCCCC2
 : 100, -0.5

Part of the list above, set out differently.
smiles | Polio RdRp inh | Polio RdRp inh FP z-score
CN(CC(N)=O)S(=O)(=O)c1ccc(F)cc1 | 104 | 1.5
CN(CCNC(=O)Cn1ncc2c1-c1ccccc1OC2)C1CCCCC1 | 103 | 0.2

New compounds follow:
Under each structure – Polio RdRp inh, Polio RdRp inh FP z-score
O=S(=O)(Nc1cccnc1)c1ccc(C2CCCCC2)cc1
 : 101, -0.2
Cc1cccc(Cn2c(=O)n(CCc3ccccc3)c(=O)c3sc4ccccc4c32)c1
 : 103, -0.3
CCOC(=O)c1noc2c1CCc1sccc1-2
 : 101, 0.1
CCOC(=O)N1CCC(N2C(=O)c3ccc(C(=O)NC4CCCCCC4)cc3C2=O)CC1
 : 99, -0.4
COc1ccc(CCNC(=O)CCc2c(C)nc3c(c(C)nn3-c3ccc(C)c(C)c3)c2C)cc1OC
 : 108, 0.2
CCCCOc1ccc(-c2nn(-c3ccccc3)cc2C2NC(=O)NC(C)=C2C(=O)OC)cc1 (stereo unspecified)
 : 104, 0.2
COC(=O)[n+]1ccc(N2CCOCC2)cc1
 : 99, -0.5
CC(C)(C)C(=O)Nc1ccccc1C(=O)OCc1cc(=O)n2ccsc2n1
 : 109, 0.8
O=C(N1CCCCC1)N1CCN(C(=O)N(c2ccccc2)c2ccccc2)CC1
 : 101, -0.3
CCCCC1C(=O)N(c2ccccc2)N(c2ccc(O)cc2)C1=O (stereo unspecified)
 : 101&99, 1.1&-0.2

Later entries
Under each structure – Polio RdRp inh, Polio RdRp inh FP z-score
CC1CCN(C(=O)C(Cc2ccccc2)NS(=O)(=O)c2ccc3c(c2)c(=O)n(C)c(=O)n3C)CC1 (stereo unspecified)
 : 102, 0
Cc1cc(C)c(C(=O)CC(N2CCCCC2)C(F)(F)F)c(=O)[nH]1 (stereo unspecified)
 : 104, 0.7
Cc1cccc(N2C(=O)CN(C(C)C)C(=O)C2c2ccc(F)cc2)c1C (stereo unspecified)
 : 100, -1
Cc1ccc(-c2nnc(SC(C)C(=O)c3ccccc3)o2)cc1 (stereo unspecified)
 : 108, -0.2
COc1ccc(OCC(=O)Nc2cc(-c3ccccc3F)nn2-c2ccccc2)cc1
 : 107, -0.1
Cc1nc2nc3ccccc3nc2n1-c1ccc(F)cc1
 : 103, 0.3
CCOC(=O)c1nc[nH]c1C(=O)OC
 : 100, -0.1
OCC1OC(n2cnc3cncnc32)C(O)C1O (stereo unspecified)
 : 104, 0.3
O=c1[nH]c2ccc(S(=O)(=O)NCc3ccco3)cc2[nH]1
 : 104, 0.2
CCCn1c2ccc(Cl)cc2c2nc3ccccc3nc21
 : 102, 0

The list goes on:
Under each structure – Polio RdRp inh, Polio RdRp inh FP z-score
Cc1noc(C)c1COC(=O)CCc1nc2ccccc2s1
 : 104, -0.1
O=C(Cn1ncc2ccc(Cl)cc21)N1CCc2ccccc2C1
 : 100, -0.8
CSc1ccc(-c2nc(N)sc2-c2ccccc2)cc1
 : 100, -0.4
O=C(NC1CCCC1)C1CCN(c2nc3ccccc3n3cccc23)CC1
 : 106, 1.6
CCn1c(CNc2cccc(Cl)c2)nnc1SCc1ccccc1
 : 102, 0
COc1ccc(N2CCN(C(=O)CN3C(=O)COc4ccc(S(=O)(=O)N5CCC(C)CC5)cc43)CC2)cc1
 : 103, -0.6
CCOC(=O)c1c(NC(=O)Nc2ccc(Cl)c(Cl)c2)sc(C)c1C
 : 103, 0.4
CCOc1ccc(-c2nc3c(c(SCC(=O)N4CCCCC4)n2)Cc2cc(C)ccc2O3)cc1
 : 103, -0.4
CCOc1ccc(NC(=O)CCc2c(C)nc3nc(-c4cc(OC)cc(OC)c4)nn3c2C)cc1
 : 103, -1.1
O=C1CSC(=S)N1C1CCS(=O)(=O)C1 (stereo unspecified)
 : 105, 0.7

Next section.
Under each structure – Polio RdRp inh, Polio RdRp inh FP z-score
CC(C(=O)Nc1ncccn1)(C(F)(F)F)C(F)(F)F
 : 102, 0.1
COc1cc(CNC(C)(C)C)cc(Cl)c1OCc1cccnc1
 : 99, -1
CCCCC(=O)Nc1nc2ccccc2s1
 : 103, 0.5
Cc1sc(NC(=O)c2ccco2)c(CN2CCCCC2)c1C
 : 99, -0.5

Source: PubChem

The list is partial (hit frequency here may not be typical).
